# PMI act hi M6P: PMI (human) activation, high substrate | P34949 | activation factor at 20 µM | 190,000 compounds, 0.34% hits | coupled PMI enzyme assay, resazurin fluorescence, 20 min; hits give high values; 1 = untreated enzyme, 0 = substrate-free blank;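 active = activation factor of 2 or more at 20 µM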
# Target sequence (P34949 whole entry, looked up): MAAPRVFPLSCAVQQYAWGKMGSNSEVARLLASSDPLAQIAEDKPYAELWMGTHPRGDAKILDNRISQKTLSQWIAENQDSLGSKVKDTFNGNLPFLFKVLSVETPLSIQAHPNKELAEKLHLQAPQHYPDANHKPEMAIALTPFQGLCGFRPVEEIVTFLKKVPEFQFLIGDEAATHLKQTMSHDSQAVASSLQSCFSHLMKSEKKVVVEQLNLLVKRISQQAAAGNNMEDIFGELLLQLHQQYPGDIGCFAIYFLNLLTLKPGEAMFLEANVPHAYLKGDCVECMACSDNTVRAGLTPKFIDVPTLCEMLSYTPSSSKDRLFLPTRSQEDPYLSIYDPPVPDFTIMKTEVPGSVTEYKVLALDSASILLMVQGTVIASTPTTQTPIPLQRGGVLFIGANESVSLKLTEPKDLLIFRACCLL
#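 Test system: human phosphomannose isomerase with PGI, G6PDH, diaphorase coupling enzymes; amount: 15 ng/mL PMI; incubation: enzyme reaction with compound 20 min at room temperature; technique: resorufin fluorescence (Ex 544/Em 590 nm) from resazurin via diaphorase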
# FLuc act counter: firefly luciferase counter-screen for stimulation assays; ATPlite luciferase biochemical, luminescence, 10 min; 0 = ATP-free wells, 1 = DMSO control; activation factor at 10 µM; 200,000 tested, under 10 active;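 active = luciferase activation factor, scaled between plate controls, of at least 2 with compound at 10 µM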
#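 Material: Luciferase/luciferin reagent mix | Doses: Test compounds dosed from 2 mM stocks in 100% DMSO | Timing: 10 min incubation after luciferase reagent addition, room temperature | Measured by: Luminescence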
# TNAP act hiacc: TNAP (human) activation, high acceptor. activation factor at 20 µM. AID 1136. purified TNAP, CDP-star luminescence, 1 M DEA, 30 min; hits give high values; 0 = EDTA background, 1 = DMSO-only activity. P05186. 200,000 tested, under 10 active;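 active = activation factor at least 2 at 20 µM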
# Target sequence (P05186 whole entry, looked up): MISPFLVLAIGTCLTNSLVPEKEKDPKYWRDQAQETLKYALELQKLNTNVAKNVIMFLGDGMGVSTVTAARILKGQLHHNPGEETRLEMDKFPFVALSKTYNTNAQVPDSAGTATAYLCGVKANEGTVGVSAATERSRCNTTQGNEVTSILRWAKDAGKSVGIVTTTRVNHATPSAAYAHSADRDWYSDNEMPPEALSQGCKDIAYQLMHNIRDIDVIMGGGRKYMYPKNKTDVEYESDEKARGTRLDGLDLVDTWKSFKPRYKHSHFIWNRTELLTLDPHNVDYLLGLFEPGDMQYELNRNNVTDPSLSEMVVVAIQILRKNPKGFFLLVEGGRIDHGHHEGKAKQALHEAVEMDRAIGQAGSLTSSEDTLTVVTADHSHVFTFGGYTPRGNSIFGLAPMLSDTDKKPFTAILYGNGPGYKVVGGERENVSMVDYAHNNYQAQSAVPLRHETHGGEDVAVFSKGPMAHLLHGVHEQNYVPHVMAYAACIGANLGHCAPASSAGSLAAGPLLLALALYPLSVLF
#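 Dosing: 20 µM single point. System: human TNAP. Amount: TNAP 1/800 final. Incubation: 30 min, room temperature. Read-out: TNAP activation factor scaled between EDTA and DMSO control wells. Signal: luminescence from CDP-star hydrolysis. Medium: 1 M DEA, pH 9.8, Mg2+, Zn2+. Control set: EDTA negative control, DMSO positive control.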
# PMI activator: phosphomannose isomerase (human) activation; activation factor at 20 µM; AID 1214; P34949; 190,000 compounds, 0.005% hits; purified human PMI, coupled resazurin fluorescence, 20 min; hits give high values; 1 = vehicle control, 0 substrate-free wells;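 active = activation factor of 2 or more at 20 µM, relative to plate controls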
# Efa HMGR inh: E. faecalis class II HMG-CoA reductase inhibition. purified E. faecalis HMGR, NADPH absorbance 340 nm kinetic. inhibition, % at 10 µM. 190,000 compounds, 0.41% hits;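 active = inhibition above a set limit, the median over all tested compounds plus 3 SD, cut at about 9.5% in these data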;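 note: enzyme runs in reverse so mevalonate oxidation gives rising NADPH absorbance; 0% = complete reaction with DMSO and 100% = background rate lacking mevalonate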
# Diaphorase act: diaphorase activation or chemical reduction counter-screen; 190,000 compounds, 0.005% hits; Diaphorase/resazurin coupled assay, resorufin fluorescence, 16 min; hits give high values; 1 = vehicle wells, 0 = NADH-free wells; activation factor at 20 µM;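 active = diaphorase activity raised at least twofold by the compound at 20 µM; inactive = activation factor below 2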
#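 Assay system: bacterial diaphorase enzyme (C. kluyveri) / Input: enzyme 0.07 U/mL final / Medium: 50 mM HEPES pH 7.4 with 4.542 mM MgCl2, 0.005% Tween 20 / Doses: single compound dose of 20 µM, 1% DMSO final / Incubation: 16 min enzyme reaction, ambient temperature / Signal: fluorescence, excitation 544 nm and emission 590 nm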
# Diaph inh CS: counter-screen for diaphorase-based assays: diaphorase inhibitors and chemical oxidizers; diaphorase resazurin-to-resorufin fluorescence, NADH, 16 min; bacterial (C. kluyveri) enzyme, not human; inhibition, % at 20 µM; 190,000 compounds, 0.69% hits;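 active = primary screen inhibition at 20 µM above a set limit, cut at about 50% in these data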;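 note: plate controls were DMSO with full reaction for no effect and wells lacking NADH for full effect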
#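 Assay system: diaphorase enzyme from Clostridium kluyveri. Quantity: enzyme working solution with 0.14 U/mL diaphorase. Schedule: reaction incubation of 16 min at room temperature. Technique: resorufin fluorescence, excitation 544 nm, emission 590 nm. Controls: No-NADH positive control and DMSO neutral control.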
# G6PDH counter: inhibits Leuconostoc G6PDH, flagging false hits in G6PDH-based assays; Purified L. mesenteroides G6PDH, diaphorase/resazurin coupled fluorescence, 45 min; inhibition, % at 5 µM; 200,000 compounds, 0.12% hits; in the data active = inhibition above about 50%
# TNAP inh no acc: TNAP (human) inhibition, acceptor-free conditions. P05186. purified TNAP, CDP-star luminescence, 30 min. inhibition, % at 20 µM. 200,000 compounds, 0.26% hits;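 active = tissue-nonspecific alkaline phosphatase inhibition above about 50% at 20 µM in the single-dose screen, limit read from the data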;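 note: 0% = DMSO negative control and 100% = EDTA positive control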
# TNAP inh hi DEA: TNAP (human) inhibition, high acceptor; P05186; purified TNAP, CDP-star luminescence, 1 M DEA; inhibition, % at 20 µM; 200,000 compounds, 0.03% hits; AID 1135;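 active = over 50% inhibition of tissue-nonspecific alkaline phosphatase at 20 µM in the single-dose screen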;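 note: plate controls were DMSO wells for no effect and EDTA-quenched wells as full inhibition for full effect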
# * hit, by the source's call; . = no result given.
SMILES,PMI act hi M6P,FLuc act counter,TNAP act hiacc,PMI activator,Efa HMGR inh,Diaphorase act,Diaph inh CS,G6PDH counter,TNAP inh no acc,TNAP inh hi DEA
CC(C)C(NC(=O)C1CCCCC1)C(=O)Nc1ccncc1 (configuration not stated),0.9,1,1,0.9,4,0.9,14,3,-7,-3
Cc1ccc(NC(=O)N2CCOCC2)c(C)c1,1,1,1,0.9,-2,0.9,6,4,-4,0
S=c1[nH]nc(-c2cccc(Cl)c2)n1Cc1ccccc1,0.9,1,0.9,0.9,-2,0.9,10,12,8,6
CCOc1cccc(-c2nnc(SCC(=O)Nc3cc(C)ccc3OC)n2N)c1,1,1,1.1,1,-3,1,-3,1,-3,-12
COc1cc(NC(=O)C2=C(N3CCOCC3)/C(=C\c3ccc(Br)cc3)CC2)cc(OC)c1OC,0.9,1.1,1,0.8,-5,0.8,23,-42,-14,-3
Cc1cccc(OCCOCCN2CCNCC2)c1C,1.1,1,1,1.1,-2,0.9,8,6,-5,2
CCOC(=O)c1nn(-c2ccc(OCC)cc2)c2nc(-c3ccco3)c(C#N)c(=O)n12,1,1.1,1,1,-7,0.9,12,-3,-8,0
CC(C)CNC(=O)CSc1nnc2ccccn12,1.1,1,1,1.3,-6,1,4,5,-13,-4
CSCCC(NS(=O)(=O)c1ccc(Cl)cc1)C(=O)OCC(=O)NC12CC3CC(CC(C3)C1)C2 (configuration not stated),0.9,1,1,0.9,0,0.8,23,4,1,-3
O=C(Nc1cc(Oc2ccc(Cl)cc2)cc([N+](=O)[O-])c1)c1ccco1,1,1,1,0.9,-3,0.9,8,-19,-13,-2
Cn1c(OCc2ccc3c(c2)OCO3)nc2c1c(=O)n(Cc1ccc(Cl)c(Cl)c1)c(=O)n2C,0.9,1.1,1,1,-1,0.9,10,10,-4,2
Nc1c(C(=O)NCCc2ccc(Cl)cc2)sc2ccc(S(=O)(=O)N3CCCCC3)cc12,0.9,1.1,1,0.8,-6,0.8,22,-9,10,2

# Four of these compounds in a different format.
# Order of results – PMI act hi M6P	FLuc act counter	TNAP act hiacc	PMI activator	Efa HMGR inh	Diaphorase act	Diaph inh CS	G6PDH counter	TNAP inh no acc	TNAP inh hi DEA
- Cc1ccc(NC(=O)N2CCOCC2)c(C)c1
    1	1	1	0.9	-2	0.9	6	4	-4	0
- S=c1[nH]nc(-c2cccc(Cl)c2)n1Cc1ccccc1
    0.9	1	0.9	0.9	-2	0.9	10	12	8	6
- CCOc1cccc(-c2nnc(SCC(=O)Nc3cc(C)ccc3OC)n2N)c1
    1	1	1.1	1	-3	1	-3	1	-3	-12
- COc1cc(NC(=O)C2=C(N3CCOCC3)/C(=C\c3ccc(Br)cc3)CC2)cc(OC)c1OC
    0.9	1.1	1	0.8	-5	0.8	23	-42	-14	-3

# Later entries:
SMILES,PMI act hi M6P,FLuc act counter,TNAP act hiacc,PMI activator,Efa HMGR inh,Diaphorase act,Diaph inh CS,G6PDH counter,TNAP inh no acc,TNAP inh hi DEA
CCN(CC(=O)NC)S(=O)(=O)c1ccc(Br)cc1,0.9,1,1,0.9,-6,0.9,13,2,-2,-1
N=C1SCC(=O)N1c1ncc(Cc2cccc(Cl)c2)s1,.,1.1,1,.,-3,.,.,8,-49,-2
N/C(=N\OC(=O)CCc1ccccc1)c1ccc(Cl)cc1,0.9,1,1,0.9,3,0.7,30,1,-5,-1
Clc1ccc(CNc2ccccc2NCc2ccc(Cl)nc2)cn1,0.5,1,1,0.7,-7,0.7,30,16,-17,-4
O=C1N(S(=O)(=O)c2ccccc2F)C(=O)C2(CCCC2)N1S(=O)(=O)c1ccccc1F,1,1,1,1,-1,0.9,10,5,-4,1
CCn1ccnc1CN(C)Cc1cn(-c2cc(C)ccc2C)nc1-c1ccccc1,1,1,1,0.9,-5,1.1,-6,8,-6,-4
O=C(Nc1nnc(C23CC4CC(CC(C4)C2)C3)s1)c1ccco1,0.9,0.7,1,0.8,2,0.9,8,16,-4,2
CC(=O)c1oc2ccccc2c1NC(=O)COC(=O)c1ccc(-n2nc(C)cc2C)cc1,0.9,1,1.1,0.9,.,0.8,18,8,-12,-6
O=C(CN1C(=O)NC2(CCCCCC2)C1=O)N1CCC(Cc2ccccc2)CC1,1.1,1.1,1,1.1,-1,1,2,6,-8,-1
Cc1cccc(NC(=S)N=Nc2c(O)[nH]c3ccccc23)c1,1,1.1,0.8,1.1,-2,0.9,7,-1,-22,17
O=[N+]([O-])c1ccc(N2CCCCC2)c(-c2nn[nH]n2)c1,1,1.1,0.9,1,14*,0.9,11,6,11,10
O=C(NCCCN1CCOCC1)c1ccccc1NS(=O)(=O)c1ccc(F)cc1,1,1,1,1.2,0,1,1,3,-4,-2
Cn1c(=O)oc2cc(S(=O)(=O)N3CCc4ccccc4C3)ccc21,0.8,1,1,0.9,-6,0.8,22,-2,-12,-1
CC(C)NC(=O)C(=O)NCCCOC(C)C,1.1,1.1,1,1.1,-5,1,-2,7,-5,-3
CC(=O)c1c(C)[nH]c(C(=O)COC(=O)CNS(=O)(=O)c2ccccc2)c1C,1,1.1,1.1,1,-4,0.8,17,7,-13,-6
CCn1nc(C)c(/C=N\NC(=O)c2ccc3c(c2)OCO3)c1C,1.1,0.9,0.9,1,2,1,2,-4,-2,6
CCOC(=O)Cn1nnc2c(sc3nc4c(c(-c5ccc(Cl)cc5)c32)CCC4)c1=O,0.9,1,1,0.9,-9,0.8,23,4,-1,-1
Clc1ccc2nc3ccccn3c2c1,1,1,1.1,1.1,-4,1,-2,8,-7,-6
CCC(=O)Nc1ccc2c(c1)C(=O)N(C)C2=O,0.9,1.1,1.1,1,0,0.9,5,14,-5,-6
CCN(C1CCS(=O)(=O)C1)S(=O)(=O)c1cccc([N+](=O)[O-])c1 (configuration not stated),1,1.1,1,1,-2,1,3,10,-7,-3
CC(=O)c1cc2c(C)c(C(=O)c3ccccc3)oc2cc1O,0.9,0.6,0.8,0.9,3,0.9,12,-17,0,15
CCOC(=O)c1cnn(-c2nc(SC)nc3sc4c(c23)CCC4)c1N,1.4,1,1,1.2,-2,1,2,8,-8,-4
c1ccc(-c2cnn3nnnc3n2)cc1,1,1,1,1,-3,1,4,4,17,3
COC(=O)c1sc(NC(=S)NC(=O)c2ccccc2Cl)nc1C,1,0.3,1,1,-7,0.9,14,1,17,1
CCCCN1CNC(=S)N(c2ccc(C(=O)OCC)cc2)C1,1.2,1,0.9,1,-2,1,1,4,-6,8
CCCCC1(C)Cc2ccccc2C(=S)N1 (configuration not stated),1,1,1,1,-2,0.8,17,2,3,-1
CCN(CC)c1ccc(C(=O)NC(=S)N2CCN(Cc3ccc4c(c3)OCO4)CC2)cc1,0.9,0.9,1,0.8,-3,0.9,11,-15,-23,1
O=C(CSc1nnc(-c2ccc(NS(=O)(=O)c3ccccc3)cc2)o1)NCC1CCCO1 (configuration not stated),1,1.1,1.1,1,-5,0.7,25,2,-17,-9
COc1cccc(NC(=O)COC(=O)c2ccco2)c1,1.2,1,1,1.2,-6,1,0,-1,-5,-3
CCN=c1sc2ccccc2n1CC(O)COc1ccccc1 (configuration not stated),1,1.1,1.1,1,-2,1,3,5,1,-5
CCc1cc2c(=O)c(-c3cscn3)coc2cc1O,1,0.9,1,1,-3,1,1,5,-4,-2
CCOc1ccc(S(=O)(=O)N2CCN(c3ccc(OC)cc3)CC2)c2cccnc12,0.6,1,1,0.8,-6,0.8,18,6,-4,-2
O=C(CNC(=O)c1ccco1)OCc1cccc(Cl)c1,1,1,1,1,1,0.9,7,-1,-7,-3
CC(=O)Nc1cccc(N/C=C(\C=O)c2nc3ccccc3o2)c1,1.1,1,1.1,1.2,-1,0.9,12,-9,-27,-6
S=C1N(c2ccccc2)C(c2ccc(Cl)cc2)N2CCCN12 (configuration not stated),1,1.1,1,1,0,0.9,10,5,-10,-5
O=c1c2ccccc2nc(SCc2cccc(F)c2)n1C1CCCC1,1,1.1,1,0.9,-2,0.9,12,-7,-10,2
O=C(CN1C(=O)CSc2ncccc21)N1CCOCC1,0.9,1.1,1,0.9,-2,0.8,18,-11,-3,-4
O=C(/C=C/c1ccco1)c1ccccc1O,0.9,1,1,1,2,0.8,16,3,1,2
S=c1[nH]nc(-c2ccccc2)n1/N=C/c1cccs1,0.8,1,1,0.8,-10,0.7,33,6,44,0
C=CCSc1nnc(-c2cc3c(C(F)(F)F)nn(C)c3s2)n1C,1,1.1,1,1,-4,1,3,4,-7,-1
CC(C)OC(=O)C1C(=O)CC(C)(O)C(C(=O)OC(C)C)C1c1ccc([N+](=O)[O-])cc1 (configuration not stated),1,1.1,1,1,-9,0.9,8,8,-1,0
CC(NC(=O)c1nn(C)c(=O)c2ccccc12)c1ccc(F)cc1 (configuration not stated),1,1.1,1,0.9,2,0.9,13,6,-10,-4
COc1ccc(CNC(=O)C(C)Cc2ccccc2)cc1O (configuration not stated),0.9,1,1,0.9,-3,1,4,9,0,-2
O=c1c2cn[nH]c2nc(SCc2c(F)cccc2F)n1-c1ccc(Cl)cc1,0.9,1.1,1,0.8,4,0.7,27,-3,1,-1
COc1ccc(N2C(=O)CS(=O)C(c3ccccc3)C2=O)cc1 (configuration not stated),1.5,0.9,1,1,-7,0.9,14,-3,-20,3
Cc1ccccc1NC(=O)CSc1nc(N)c(C#N)c(-c2cccs2)c1C#N,0.8,1,1,0.8,2,0.9,9,-1,-2,2
O=C(COc1ccc(Cl)cc1Cl)NCCCCc1ccccc1,0.8,1.1,1.1,0.8,0,0.7,29,2,-5,-6
O=C(/C(=C(\[O-])c1ccccc1)[n+]1ccc2ccccc2c1)c1ccc([N+](=O)[O-])cc1,1,1,1,0.9,-5,1,5,8,-2,2
COc1cc(CNc2ncn[nH]2)ccc1OCC(=O)NC(C)(C)C,0.9,1,1,1,-5,0.9,11,21,0,1
CCCc1cc(-c2[nH]ncc2-c2ccc3c(c2)OCCCO3)c(O)cc1OC,1,1,1,0.9,-2,0.9,14,2,0,0
COc1ccc(CNC(=O)CSc2nnnn2-c2ccc(O)cc2)cc1,1.1,1,1.1,1.2,-10,0.9,8,3,-9,-5
Cc1ccc(C(=O)NCc2nnc(SCC(=O)Nc3sc4c(c3C#N)CCCC4)n2C)cc1,1,1,1,1,-9,1,-1,10,-7,0

# Screening data deposited in PubChem by several laboratories.

# Compounds as they come; 1.7% or so of the library scored in one or more.
